# Screening data as filed in PubChem BioAssay.
# M1 antagonist = blocks the rat M1 muscarinic receptor response to acetylcholine | P08482 | CHO-M1 cells, Fluo-4 calcium, ACh EC80 antagonist mode; stronger effect = lower value | B-score at 10 µM | actives 3.4% (n = 64,000);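 active means calcium fluorescence response, raw or row-and-column corrected B-score, differing from the plate sample mean either way at a set confidence level, mostly lower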
# tolC growth inh = E. coli tolC mutant growth inhibition. E. coli BW25113 tolC mutant growth, OD615. growth inhibition, % at 10 µM (by protocol). actives 2.2% (n = 65,000);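 active means growth inhibition at or above a cutoff equal to the mean over every tested compound plus 3 SD, cut at about 60% in these data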;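 further: growth measured after 20 h incubation at 37 °C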
#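 Test system: tolC-deleted E. coli BW25113; medium: LB with kanamycin 50 µg/mL; compound: single-point testing at 10 µM; incubation: 20 h compound exposure of bacteria at 37 °C; signal: OD at 615 nm; evaluation: growth inhibition in percent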
# Fluor 339 460 = intrinsic fluorescence of library compounds, ex339/em460 – biochemical, MLSMR library, data from DPM-DC assay, artefact control, profiling panel; compound autofluorescence, ex339/em460 nm, NADH buffer; stronger effect = higher value; 1 = no-compound wells, NADH background; fluorescence fold increase at 10 µM; actives 5.5% (n = 65,000);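 active means at 10 µM, mean starting fluorescence two-fold or more over control wells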;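 further: signal is the first read of a kinetic run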
# NADH coupling = inhibition of NAD/NADH coupling enzymes, library profiling; IC50, µM (series often up to 10 µM), for the others: top-dose inhibition; coupled PK/LDH NADH assays, four targets; actives 0.02% (n = 65,000);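 active means single-dose screening hits from any of four coupled enzyme assays that gave an IC50 when retested across doses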;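 further: the DPM-DC format reads NADH fluorescence rather than 340 nm absorbance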
# Ec RNAP inh = Escherichia coli RNA polymerase inhibition. AID 559. inhibition, %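 (tested at 10 µM)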. actives 0.2% (n = 62,000). E. coli RNA polymerase, fluorescence transcription assay. P0A8V2; in the data active means inhibition above about 20%;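 further: 0% = enzyme without compound and 100% = no enzyme blank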
# RORA act = activators of human nuclear receptor RORA | actives 1.5% (n = 65,000) | P35398 | activation, % at 10 µM | CHO-K1 Gal4-RORA LBD luciferase reporter, luminescence; percent increase over mock-subtracted basal signal;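 active means activation above the mean of all tested compounds plus 3 SD, cut at about 49% in these data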;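 further: 0% = DMSO-treated RORA cells and 100% = added signal equal to DMSO minus mock-transfected cells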
# M1 agonist = activates the M1 muscarinic receptor | CHO-M1 cells, Fluo-4 calcium fluorescence, agonist mode; stronger effect = higher value | B-score at 10 µM | actives 3% (n = 64,000) | AID 626;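 active means fluorescence rise, raw or as B-score row- and column-corrected plate score, outside the 99.7% band of its plate's samples, either direction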
# TNAP act DEA = activates human TNAP at intermediate phosphate acceptor concentration. P05186. purified TNAP, CDP-star luminescence, 100 mM DEA, 30 min; stronger effect = higher value; scale: 0 levamisole-inhibited, 1 vehicle-only enzyme. activation factor at 20 µM. 64,000 tested, under 10 active. AID 813;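 active means activation factor of at least 2 at 20 µM, relative to controls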
# Target sequence (P05186 whole entry, looked up): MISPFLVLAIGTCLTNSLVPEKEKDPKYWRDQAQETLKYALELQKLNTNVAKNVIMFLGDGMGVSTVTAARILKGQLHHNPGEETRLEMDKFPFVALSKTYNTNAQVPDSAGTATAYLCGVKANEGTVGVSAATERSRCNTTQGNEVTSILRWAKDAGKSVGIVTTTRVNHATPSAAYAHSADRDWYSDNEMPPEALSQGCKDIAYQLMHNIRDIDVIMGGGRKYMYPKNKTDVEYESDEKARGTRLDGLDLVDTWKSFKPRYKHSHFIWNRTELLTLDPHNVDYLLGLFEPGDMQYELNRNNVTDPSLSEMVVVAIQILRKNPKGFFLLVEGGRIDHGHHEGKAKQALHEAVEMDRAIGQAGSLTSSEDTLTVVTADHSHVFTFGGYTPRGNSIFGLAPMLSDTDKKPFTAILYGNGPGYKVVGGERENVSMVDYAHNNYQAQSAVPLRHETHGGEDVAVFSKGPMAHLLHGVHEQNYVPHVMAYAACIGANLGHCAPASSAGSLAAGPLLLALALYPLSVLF
# SF1 activator = SF-1 (human) activation; Q13285; CHO-K1 Gal4-SF-1 LBD luciferase reporter; % increase over DMSO SF-1-specific signal; activation, % at 10 µM; actives 1.9% (n = 65,000); AID 522;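 active means activation above the mean activation of all tested compounds plus 3 SD, cut at about 50% in these data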
# Target sequence (Q13285 whole entry, looked up, the tested form may be a part): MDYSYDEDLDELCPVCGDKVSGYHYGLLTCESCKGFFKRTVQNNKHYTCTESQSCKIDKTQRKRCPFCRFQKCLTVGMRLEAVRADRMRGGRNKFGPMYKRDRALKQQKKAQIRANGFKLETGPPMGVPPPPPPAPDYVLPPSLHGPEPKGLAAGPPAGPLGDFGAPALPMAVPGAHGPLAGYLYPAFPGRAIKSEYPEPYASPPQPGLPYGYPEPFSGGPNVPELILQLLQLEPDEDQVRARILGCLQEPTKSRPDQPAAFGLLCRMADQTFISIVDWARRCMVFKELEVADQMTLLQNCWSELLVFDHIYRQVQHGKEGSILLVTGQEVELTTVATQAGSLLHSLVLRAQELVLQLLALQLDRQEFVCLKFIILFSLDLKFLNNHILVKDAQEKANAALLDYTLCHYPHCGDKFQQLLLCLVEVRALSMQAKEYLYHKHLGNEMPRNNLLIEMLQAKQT
#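 Material: CHO-K1 cells with Gal4–hSF-1 LBD chimera plus Gal4-driven luciferase / Input: 4,000 CHO-K1 cells per well / Incubation: compound exposure 20 h at 37 °C / Signal: luminescence read 15 min after SteadyLite luciferase reagent, after room-temperature equilibration / Read-out: percent activation versus DMSO / Benchmarks: DMSO negative control and −SF1 background wells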
# Active calls of the source: *; . = not tested or not shown; [ ] = another dose, or the depositor's remark.
1: CCC(C)NC(=O)CCCCCn1c(=O)[nH]c2cc(OC)c(OC)cc2c1=O (stereo not drawn)
2: COc1ccc(C(=O)Nc2cccnc2)cc1S(=O)(=O)N1CCOCC1
3: COc1ccc(-c2nnc3ccc(SCC(=O)N4CCN(c5ccccc5)CC4)nn23)cc1
4: Cn1cc(CN2CCc3ccccc3C2)c2ccccc21
5: Cc1cc(NC(=O)CN2C(=O)C3CC=CCC3C2=O)no1 (stereo not drawn)
6: CCOC(=O)C1(CC)NC(c2cccc(F)c2)C2C(=O)N(CC)C(=O)C21 (stereo not drawn)
assay / compound,1,2,3,4,5,6
M1 antagonist,0.0078,0.4,-0.4,0.48,0.83,0.23
tolC growth inh,-12,-16,9,-5,-10,-18
Fluor 339 460,1.6,1.1,1.2,1,1,1
NADH coupling,5%,4%,8%,4%,3%,4%
Ec RNAP inh,0,7,2,11,16,9
RORA act,-2,1,-4,-17,-3,-17
M1 agonist,-0.027,0.97,4.4*,-1.3,0.89,0.4
TNAP act DEA,0.9,1,1,0.9,.,1
SF1 activator,5,-1,-5,-4,4,0

7: O=C(CSc1nnc(C2COc3ccccc3O2)o1)N1CCCc2ccccc21 (stereo not drawn)
8: CCOC(=O)C1CCN(C(=O)CC(C)c2ccccc2)CC1 (stereo not drawn)
9: CCNc1nc(NCC)n2c(SCc3ccc(F)cc3)nnc2n1
10: COCCN1C(=O)c2ccc(C(=O)NCc3cccnc3)cc2C1=O
11: CCOC(=O)C1=C(N)n2c(s/c(=C\c3ccco3)c2=O)=C(C(=O)OC(C)C)C1c1ccco1 (stereo not drawn)
12: Cc1cc(C)c(C)c(S(=O)(=O)NCc2ccco2)c1C
assay / compound,7,8,9,10,11,12
M1 antagonist,-1.2,-0.0085,.,0,-0.61,.
tolC growth inh,14,5,5,-20,5,19
Fluor 339 460,1,1.1,1.1,1.1,1.1,1.1
NADH coupling,11%,2%,5%,4%,3%,4%
Ec RNAP inh,0,9,-5,3,-1,-3
RORA act,4,-4,-2,1,-33,14
M1 agonist,2.5*,-0.33,.,0.99,-1.3,.
TNAP act DEA,0.9,0.9,1,0.9,0.8,1
SF1 activator,-16,7,-19,21,-17,6

# Complete entries as entered above. Order of screens: M1 antagonist | tolC growth inh | Fluor 339 460 | NADH coupling | Ec RNAP inh | RORA act | M1 agonist | TNAP act DEA | SF1 activator
# O=C(CSc1nnc(C2COc3ccccc3O2)o1)N1CCCc2ccccc21 (stereo not drawn) is entered as -1.2 | 14 | 1 | 11% | 0 | 4 | 2.5* | 0.9 | -16
# Cc1cc(C)c(C)c(S(=O)(=O)NCc2ccco2)c1C is entered as . | 19 | 1.1 | 4% | -3 | 14 | . | 1 | 6
# CCNc1nc(NCC)n2c(SCc3ccc(F)cc3)nnc2n1 is entered as . | 5 | 1.1 | 5% | -5 | -2 | . | 1 | -19
# CCOC(=O)C1=C(N)n2c(s/c(=C\c3ccco3)c2=O)=C(C(=O)OC(C)C)C1c1ccco1 (stereo not drawn) is entered as -0.61 | 5 | 1.1 | 3% | -1 | -33 | -1.3 | 0.8 | -17

# (more compounds)
13: c1ccc(Cn2ccnc2SCc2nnc(-c3ccccc3)o2)cc1
14: Brc1cccc(-c2n[nH]c(-c3ccccc3)n2)c1
15: CCOC(=O)[C@@H]1CCNC[C@@H]1c1ccccc1
16: Cc1ccc(S(=O)(=O)NCCN2CCOCC2)cc1C
17: O=C(O)C1CCCCC1C(=O)NCCc1ccncc1 (stereo not drawn)
18: O=C(CSc1nnnn1-c1ccccc1)Nc1ccc(Cl)cn1
assay / compound,13,14,15,16,17,18
M1 antagonist,-0.44,-1,0.61,0.00079,0.18,0.092
tolC growth inh,3,97*,-9,-14,-16,21
Fluor 339 460,1.1,1.1,1.1,1.1,1.1,1.1
NADH coupling,0%,2%,6%,12%,1%,2%
Ec RNAP inh,11,5,-4,10,7,9
RORA act,-10,83*,-13,-9,5,5
M1 agonist,-1.3,0.075,-0.13,-0.022,-0.055,1
TNAP act DEA,0.9,0.8,1.1,1,1,0.8
SF1 activator,16,65*,3,9,2,6

19: COc1ccc(Nc2ccccc2)c(C)c1
20: COc1ccccc1N1CCN(C(=O)Cn2nnc(-c3cccs3)n2)CC1
21: CCN(CC)C(=O)CSc1nnc(-n2nc(C)cc2C)c2ccccc12
22: COC(=O)c1ccc2c(c1)N(Cc1ccccc1F)C(=O)c1ccccc1S2=O (stereo not drawn)
23: Cc1sc2nc(SCC(=O)c3cc(C)n(CC4CCCO4)c3C)n(C(C)C)c(=O)c2c1C (stereo not drawn)
24: O=C(CS(=O)(=O)Cc1ccccc1)N1CCc2ccccc21
assay / compound,19,20,21,22,23,24
M1 antagonist,0.011,0.8,0.87,-0.27,-1.4,-0.13
tolC growth inh,0,3,-10,43,-1,-5
Fluor 339 460,1.1,1.1,1.1,1.1,1,1
NADH coupling,0%,9%,5%,11%,2%,6%
Ec RNAP inh,9,10,3,9,1,3
RORA act,2,-2,-20,1,-8,27
M1 agonist,0.22,0.82,0.034,4.9*,0.3,23*
TNAP act DEA,0.9,1,0.9,0.9,1,0.9
SF1 activator,-9,5,-3,-16,-8,37

25: Cc1cccc(Cc2c(C)nc3c(C(=O)NCc4ccco4)cnn3c2C)c1
26: CCOC(=O)c1nnn(-c2nonc2N)c1COc1ccccc1
27: Cc1ccc(CNC(=O)C2C3C=CC4(CN(Cc5cccnc5)C(=O)C24)O3)cc1 (stereo not drawn)
28: Cc1ccnc2nc(C(=O)N3CCN(S(=O)(=O)c4ccccc4)CC3)nn12
29: CCOC(=O)CSc1nc2ccc(N3CCOCC3)cc2c(=O)n1Cc1ccc2c(c1)OCO2
30: CCOC(=O)c1c(C)[nH]c(C(=O)COC(=O)c2ccc(N3CCCC3=O)cc2)c1C
assay / compound,25,26,27,28,29,30
M1 antagonist,0.067,0.5,-0.79,0.11,-0.17,0.28
tolC growth inh,75*,50,-16,-9,20,-11
Fluor 339 460,3.9*,1.1,1.1,1,2.3*,1
NADH coupling,7%,3%,6%,8%,6%,5%
Ec RNAP inh,1,5,4,8,1,4
RORA act,18,1,-3,14,14,-10
M1 agonist,1.2,-0.79,0.18,-0.23,0.00031,-0.49
TNAP act DEA,1,0.9,0.9,0.9,0.9,1
SF1 activator,6,-6,7,-4,3,-8

31: COc1ccc(OC)c(NS(=O)(=O)c2ccc3c(c2)CCC(=O)N3)c1
32: CN(CCCC(=O)NCc1ccco1)S(=O)(=O)c1ccccc1
33: COc1ccc(NCc2nnc(SCC(=O)Nc3cccc(C)c3)o2)cc1
34: Cc1cc(C)c2cc(C#N)c(N3CCCC3)nc2c1
35: CCCN1CCN(CCCNC(=O)C2CCCN(c3nnc(-n4cccc4)s3)C2)CC1 (stereo not drawn)
36: O=C(CCn1nc(-c2ccccc2)c2ccccc2c1=O)N1CCN(c2ccccc2)CC1
assay / compound,31,32,33,34,35,36
M1 antagonist,-0.15,0.0027,1,0.9,-0.21,-1.7
tolC growth inh,0,-16,-6,-6,-4,24
Fluor 339 460,1.1,1.1,1.1,2.2*,1.1,1.6
NADH coupling,5%,7%,3%,8%,7%,9%
Ec RNAP inh,2,5,10,4,2,6
RORA act,-22,-22,25,-21,-9,17
M1 agonist,-0.7,-0.5,-0.94,0.11,0.4,-0.47
TNAP act DEA,0.9,0.8,1,0.9,1,0.9
SF1 activator,-11,10,7,11,9,-2

37: CC(C(=O)NCC1CCCO1)n1cccc1C(=O)c1ccccc1 (stereo not drawn)
38: O=C(NCCCN1CCCC1=O)c1ccc2c(c1)ncn2C1CCCCC1
39: Cc1nc2sc3c(c2c2nnc(SCC(=O)NCc4ccco4)n12)CCCC3
40: c1nc(N2CCN(Cc3ccc4c(c3)OCO4)CC2)c2[nH]cnc2n1
41: COC(=O)CC(C(=O)Nc1cc(C(=O)OC)cc(C(=O)OC)c1)N1CCN(C)CC1 (stereo not drawn)
42: COC(=O)NCC(c1cccnc1)N1CCOCC1 (stereo not drawn)
assay / compound,37,38,39,40,41,42
M1 antagonist,2.3*,0.38,-2.7*,-0.64,-0.74,-0.2
tolC growth inh,-8,-7,22,-7,-16,-9
Fluor 339 460,1,1.1,1.1,1.1,1,1
NADH coupling,4%,6%,5%,6%,3%,1%
Ec RNAP inh,5,2,6,-1,5,6
RORA act,-11,-10,-10,-22,6,-11
M1 agonist,21*,1.2,-1,-0.82,-0.21,-0.047
TNAP act DEA,0.9,1,1,1.2,0.9,0.9
SF1 activator,-19,-10,4,-6,5,11

43: Cc1nn(CC(=O)NCCc2ccccc2)c(=O)c2ccccc12
44: CC(=O)Nc1sc(C)c(C)c1C(=O)OC1CCOC1=O (stereo not drawn)
45: COCC(=O)Nc1nc2n(n1)C(c1ccccc1)CC(c1ccc(OC)cc1)N2 (stereo not drawn)
46: COc1ccccc1N(CC(=O)NCCSc1ccccc1)S(C)(=O)=O
47: COc1ccc(CCc2nc(-c3ccc(-n4cccc4)cc3)no2)cc1
48: CC1CCCN(C(=O)CSc2nnc3n(C4CCCC4)c(=O)c4ccccc4n23)C1 (stereo not drawn)
assay / compound,43,44,45,46,47,48
M1 antagonist,-0.21,.,-0.059,.,0.072,0.9
tolC growth inh,7,-15,-3,-10,-8,44
Fluor 339 460,1.1,1.2,2.7*,1.1,1,1.1
NADH coupling,4%,0%,8%,0%,8%,4%
Ec RNAP inh,-13,4,1,.,-8,-2
RORA act,-40,-14,-3,-3,1,-14
M1 agonist,-0.35,.,-2,.,-0.98,-0.27
TNAP act DEA,0.9,0.9,0.9,0.9,0.9,1
SF1 activator,-8,6,-6,-22,8,-8

49: O=c1[nH]c(-c2ccccc2)c(-c2ccccc2)[nH]1
50: COCC(=O)Nc1nc2ccc(C)cc2s1
51: CCc1nc2ccccc2n1CC(=O)N(C(C)CC)C1CCS(=O)(=O)C1 (stereo not drawn)
52: CCN1CCN(Cc2nc3c(c(=O)n(C)c(=O)n3C)n2Cc2ccccc2Cl)CC1
53: COc1nc(C)ccc1-c1noc(-c2ccccn2)n1
54: Cc1ccc(S(=O)(=O)N(C)Cc2ccc(-c3nnc4n3CCC4)cc2)cc1
assay / compound,49,50,51,52,53,54
M1 antagonist,0.058,0.09,0.54,0.056,-0.12,2.6*
tolC growth inh,13,-7,-18,-3,14,9
Fluor 339 460,3.7*,1.2,1.1,1,1.1,1.2
NADH coupling,3%[fluoresces],8%,2%,7%,4%,8%
Ec RNAP inh,4,6,5,14,-10,5
RORA act,-24,-4,-22,-2,61*,-13
M1 agonist,-0.99,-0.12,0.86,-0.41,0.66,0.57
TNAP act DEA,0.9,0.9,1,0.9,0.9,1
SF1 activator,2,16,-1,-2,22,7

55: CCCCCCn1c(=O)c(-c2nc3ccccc3c(=O)[nH]2)c(O)c2ccccc21
56: Cc1ccc(S(=O)(=O)NCC2CCC(C(=O)NCc3ccco3)CC2)cc1 (stereo not drawn)
57: O=C(Cn1nnc(-c2cccs2)n1)N1CCc2ccccc2C1
58: COc1ccc(S(=O)(=O)NC(CC(=O)NCc2ccco2)c2ccco2)cc1 (stereo not drawn)
59: COCCN(CCOC)S(=O)(=O)c1ccc(C(=O)Nc2nnc(C3CC3)o2)cc1
assay / compound,55,56,57,58,59
M1 antagonist,0.42,.,0.071,0.19,-0.09
tolC growth inh,-9,-9,-7,4,-9
Fluor 339 460,1.6,1.1,1.1,1.1,0.99
NADH coupling,4%,1%,8%,3%,5%
Ec RNAP inh,0,2,-6,6,7
RORA act,6,11,-34,0,7
M1 agonist,1.6,.,-0.28,0.51,0.79
TNAP act DEA,0.9,0.9,0.9,1,0.9
SF1 activator,36,14,-11,0,4
